# HPDE-C7K KRASV12 = viability loss of HPDE-C7K cells – cell-based, fluorescence, HTS, primary screen (AID 431); HPDE-C7K KRASV12 cells, Alamar Blue viability, 48 h; higher % means a stronger effect; cytotoxicity, % at 10 µM, or EC50 in µM where a hit was titrated; hit rate 1.7% among 63,000;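 active = compounds whose percent cytotoxicity in the single-dose primary screen, scaled between solvent and toxic-drug controls, exceeds 50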;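 note: 0% = DMSO solvent wells and 100% = doxorubicin-treated wells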
# PMK inhibit = S. pneumoniae PMK inhibition | inhibition, % at 10 µM | purified PMK, PK/LDH-coupled NADH absorbance 340 nm | AID 539 | hit rate 0.49% among 65,000;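 active = top-ranked compounds by inhibition in the single 10 µM screen, taking a fixed number of the strongest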;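 note: 0% = full reaction with DMSO carrier and 100% = background rate without enzyme reaction; no value below 0 was filed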
# HPDE-C7 viability = cytotoxicity in HPDE-C7 cells, cell-based, fluorescence, HTS (AID 430). HPDE-C7 pancreatic duct cells viability, fluorescence; higher % means a stronger effect. cytotoxicity, % at 10 µM; hits with a dose series show EC50 in µM. hit rate 1.8% among 63,000;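 note: cells exposed to compound for 48 hours before viability readout; 0% = vehicle and 100% = reference cytotoxic drug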
# HT1080 cytotoxicity = HT1080 cell viability loss – fluorescence readout (AID 620). HT1080 viability, fluorescence; higher % means a stronger effect. one-dose cytotoxicity, % at 10 µM; EC50 in µM for titrated hits. hit rate 0.42% among 87,000;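 note: cells exposed to compound overnight then 4 h with Alamar Blue; 0% = vehicle DMSO and 100% = killing control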
# LYP inhibition = LYP phosphatase inhibitors, primary screen, biochemical, DiFMUP fluorescence, recombinant catalytic domain, 10 µM (AID 606) | recombinant LYP catalytic domain, DiFMUP fluorescence; higher % means a stronger effect | inhibition, % at 10 µM; hits with a dose series show IC50 in µM | 52,000 tested, under 10 active;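 active = IC50 under 40 µM in the dose-response test; inactive = IC50 of 40 µM or more, or never dose-tested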
# DPM-DC inhibit = inhibitors of Streptococcus pneumoniae diphosphomevalonate decarboxylase. hit rate 0.49% among 65,000. AID 556. calls only at 10 µM. purified DPM-DC, PK/LDH coupled NADH fluorescence;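 active = the 320 compounds with the highest percent inhibition in the single-dose primary screen, excluding strongly autofluorescent ones, cut at about 32% in these data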;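 note: kinetic rate of NADH fluorescence loss reporting ADP formed by the decarboxylase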
# Spn MK inh = blocks S. pneumoniae mevalonate kinase; hit rate 0.48% among 65,000; purified MK, PK/LDH-coupled NADH absorbance 340 nm; inhibition, % at 10 µM; AID 555;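 active = ranked among the strongest by inhibition in the single 10 µM screen, a fixed top-ranked set picked for dose follow-up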; note: no value below 0 was filed
# Bfl-1 inhibitors = Bfl-1 inhibitors, primary screen, biochemical, fluorescence polarization, FITC-Bid, mouse (AID 432) | FITC-Bid BH3 peptide fluorescence polarization displacement; higher % means a stronger effect | displacement, % at 20 µM; hits with a dose series show IC50 in µM | hit rate 0.02% among 64,000; in the data active = a potency from the dose series; inactive = the rest, 99 in 100 with displacement below about 15%; note: strong numbers were not always called active
# TNAP inhibition = human TNAP enzyme inhibitors, biochemical, luminescent (AID 518) | inhibition, % at 20 µM, or IC50 in µM where a hit was titrated | hit rate 0.09% among 64,000 | purified TNAP enzyme, luminescent substrate readout; higher % means a stronger effect; in the data active = a potency from the dose series; inactive = the rest, 99 in 100 with inhibition below about 22%;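 note: plate controls were vehicle for no effect and reference inhibitor for full effect; many of its hits are not listed in these tables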
# PMK inhibit pilot replicates = recorded beside PMK inhibit, whose call it bears; inhibition, %; measured here: pilot screen replicates
# Spn MK inh pilot replicates = second read-out of Spn MK inh, no call of its own (marks repeat the call); inhibition, %; measured here: pilot screen replicates
# DPM-DC inhibit pilot screen % = recorded beside DPM-DC inhibit, whose call it bears; inhibition, %; measured here: pilot screen trials
# An asterisk follows results filed as active; i = inactive; · = no result given. Cut-off read from the data, not from the text of the source, unless noted: active = cytotoxicity above about 50%; inactive = the rest.
SMILES,HPDE-C7K KRASV12,PMK inhibit,HPDE-C7 viability,HT1080 cytotoxicity,LYP inhibition,DPM-DC inhibit,Spn MK inh,Bfl-1 inhibitors,TNAP inhibition,others
O=S(=O)(c1ccc2nc(-c3ccco3)c(-c3ccco3)nc2c1)N1CCOCC1,-11%,11,-7%,-18%,5%,i,13,19%,6%,
O=C(c1ccc(CS(=O)(=O)Cc2ccc(Cl)cc2)o1)N1CCCC1,-5%,26*,8%,-4%,·,i,2,-8%,4%,
CC(C)n1c(SCc2cc(=O)[nH]c3ccccc23)nc2c1c(=O)n(C)c(=O)n2C,5%,6,-3%,0%,5%,i,9,-4%,10%,
CCCSc1nnc2nc3c(nn12)c1ccccc1n3C,8%,8,11%,6%,-1%,i,3,18%,11%,PMK inhibit pilot replicates=0.0;Spn MK inh pilot replicates=1.0;DPM-DC inhibit pilot screen %=0.0
CSC1=NCCN1C(=O)c1ccco1,11%,5,5%,2%,10%,i,10,-7%,9%,
COc1ccc(C)cc1NC(=O)C1C2C=CC(C2)C1C(=O)O (stereo unspecified),-6%,2,4%,-3%,14%,i,9,-1%,6%,
CCOC(=O)c1ccc(CNS(=O)(=O)c2c(C)ccc3nsnc23)o1,·,1,·,·,9%,i,3,-1%,7%,
CCN1CCN(C(=O)c2ccc3c(c2)N(Cc2ccc(F)cc2)C(=O)c2ccccc2S3=O)CC1 (stereo unspecified),4%,0,-2%,2%,-12%,i,10,0%,5%,
Cc1ccc(C(=O)CCNc2cccc(Br)c2)o1,-23%,0,-10%,-3%,10%,i,4,-1%,4%,
Cc1ccc(CN2C(=O)CCC2C(=O)NCCN2CCN(c3cccc(Cl)c3)CC2)cc1 (stereo unspecified),-10%,16,-16%,6%,·,i,5,-6%,4%,
COc1ccccc1Nc1ncc(C(C)=O)c(C)n1,-36%,6,-35%,4%,·,i,8,-7%,13%,
COc1cccc(Nc2nc(-c3sc(N)nc3C)cs2)c1,61%*,11,38%,14%,-14%,i,11,16%,15%,
CCC(c1nnnn1CCOC)N(Cc1ccc(C)cc1)Cc1cc2cc(OC)ccc2[nH]c1=O (stereo unspecified),1%,5,-8%,-4%,11%,i,7,5%,20%,PMK inhibit pilot replicates=6.0;Spn MK inh pilot replicates=0.5;DPM-DC inhibit pilot screen %=1.0
CCOC(=O)C1CCN(Cc2c(O)ccc3ccccc23)CC1,8%,5,-6%,-1%,6%,i,8,-5%,11%,PMK inhibit pilot replicates=1.5;Spn MK inh pilot replicates=0.0;DPM-DC inhibit pilot screen %=12
O=C(Nc1ccccc1Cl)c1cccs1,·,7,·,-12%,7%,i,6,-1%,8%,
Cc1ccc(-c2nnn(CC(=O)Nc3cccc4cccnc34)n2)o1,·,0,·,-32%,-1%,i,0,5%,8%,
Cc1nc2oc(C(=O)c3ccccc3)c(N)c2c2c1COC(C)(C)C2,7%,0,14%,2%,26%,i,6,6%,4%,
CC(NC(=O)NCCCC(=O)O)(C(F)(F)F)C(F)(F)F,9%,8,-18%,13%,8%,i,0,-7%,15%,PMK inhibit pilot replicates=0.0;Spn MK inh pilot replicates=0.0;DPM-DC inhibit pilot screen %=1.5
COc1cccc(C2C(C#N)=C(N)Oc3c2oc(CO)cc3=O)c1OC (stereo unspecified),·,10,·,-21%,19%,i,8,-8%,16%,
COc1ccc(OC)c(S(=O)(=O)NCCc2ccccc2)c1,0%,4,0%,9%,·,i,11,2%,11%,
CCn1c(SC(C)C(=O)OC)nnc1-c1c[nH]c2ccccc12 (stereo unspecified),1%,5,0%,3%,12%,i,5,2%,6%,
CCCn1c(CNc2ccc(Br)cc2)nc2ccccc21,26%,0,51%*,2%,1%,i,4,-3%,6%,
CCn1c(SCC(=O)Nc2ccccc2C(=O)OC)nnc1-c1ccoc1C,-4%,13,0%,-2%,·,i,7,0%,10%,
Cc1c(NC(=O)c2ccc(CN3CCc4ccccc4C3)cc2)c(=O)n(-c2ccccc2)n1C,1%,7,-6%,-3%,-4%,i,6,1%,9%,PMK inhibit pilot replicates=3.5;Spn MK inh pilot replicates=1.0;DPM-DC inhibit pilot screen %=2.5
Cc1oc2cc(O)ccc2c(=O)c1Oc1ccccc1Br,-5%,5,-6%,-7%,·,·,0,-2%,5%,
Cc1ccc2[nH]c(=S)cc(C)c2c1,2%,15,5%,3%,·,i,7,-14%,11%,
CCOC(=O)Nc1ccc(C(N)=O)cc1,-17%,15,-13%,2%,3%,i,0,-9%,-1%,
COc1ccc(N2C(=O)C3CCCN3C2c2cc(OC)c(OC)c(OC)c2)cc1 (stereo unspecified),-2%,0,-13%,2%,13%,i,6,-9%,2%,
O=c1c2ccccc2c(C=NCCCN2CCOCC2)c(O)n1Cc1ccccc1,21%,9,3%,5%,·,i,0,6%,0%,
COc1ccc(CN(C(=O)Cn2nnc3ccccc32)C(C(=O)NC(C)(C)C)c2ccco2)cc1 (stereo unspecified),-2%,18,-11%,2%,2%,i,0,-9%,4%,

# The last 6 compounds of the part before come first, to join the parts.
SMILES,HPDE-C7K KRASV12,PMK inhibit,HPDE-C7 viability,HT1080 cytotoxicity,LYP inhibition,DPM-DC inhibit,Spn MK inh,Bfl-1 inhibitors,TNAP inhibition,others
Cc1oc2cc(O)ccc2c(=O)c1Oc1ccccc1Br,-5%,5,-6%,-7%,·,·,0,-2%,5%,
Cc1ccc2[nH]c(=S)cc(C)c2c1,2%,15,5%,3%,·,i,7,-14%,11%,
CCOC(=O)Nc1ccc(C(N)=O)cc1,-17%,15,-13%,2%,3%,i,0,-9%,-1%,
COc1ccc(N2C(=O)C3CCCN3C2c2cc(OC)c(OC)c(OC)c2)cc1 (stereo unspecified),-2%,0,-13%,2%,13%,i,6,-9%,2%,
O=c1c2ccccc2c(C=NCCCN2CCOCC2)c(O)n1Cc1ccccc1,21%,9,3%,5%,·,i,0,6%,0%,
COc1ccc(CN(C(=O)Cn2nnc3ccccc32)C(C(=O)NC(C)(C)C)c2ccco2)cc1 (stereo unspecified),-2%,18,-11%,2%,2%,i,0,-9%,4%,
CCN(CC)CCNC(=O)c1cn(C)c2ccc(S(=O)(=O)N(C)C3CCCCC3)cc2c1=O,-6%,0,-2%,-1%,8%,i,3,2%,14%,
CC(C)(C)c1ccc(-c2nnc(SCCC#N)n2C2CCCC2)cc1,13%,15,-1%,-3%,·,i,0,2%,22%,PMK inhibit pilot replicates=3.0;Spn MK inh pilot replicates=0.0;DPM-DC inhibit pilot screen %=0.0
CCOc1ccc(C(C)NC(=O)CCC(=O)O)cc1 (stereo unspecified),-14%,19,-12%,3%,13%,i,4,-7%,4%,
CCOC(=O)N1CCC(NC(=O)CCc2c(C)nc3c(c(C)nn3C(C)(C)C)c2C)CC1,-6%,18,-11%,0%,19%,i,11,-2%,9%,PMK inhibit pilot replicates=5.5;Spn MK inh pilot replicates=9.5;DPM-DC inhibit pilot screen %=1.0
CC1CCCCN1C(=O)Cc1ccc(Cl)cc1 (stereo unspecified),-7%,7,-2%,0%,0%,i,2,1%,2%,
COCCN(Cc1cc2cc3c(cc2n2nnnc12)OCO3)C(=O)c1ccccc1F,1%,14,-13%,4%,6%,i,2,-7%,10%,PMK inhibit pilot replicates=3.5;Spn MK inh pilot replicates=0.5;DPM-DC inhibit pilot screen %=5.5
O=C(NCc1ccncc1)Nc1ccccc1Cl,-9%,0,1%,0%,-4%,i,2,4%,3%,
O=C(Nc1ccccc1)N(Cc1cccs1)C1CCCC1,-4%,5,-8%,-8%,2%,i,10,-1%,5%,
Cn1c(=O)c2c(nc(N3CCCCCC3)n2CC(=O)c2ccc(Br)cc2)n(C)c1=O,-6%,16,0%,6%,7%,i,11,5%,6%,
c1ccc(N=P(c2nc3ccccc3o2)(N2CCOCC2)N2CCOCC2)cc1,2%,1,-1%,6%,-2%,i,4,0%,12%,PMK inhibit pilot replicates=4.0;Spn MK inh pilot replicates=5.0;DPM-DC inhibit pilot screen %=5.5
O=C(O)c1ccc(CS(=O)c2cccc(C(F)(F)F)c2)o1 (stereo unspecified),0%,18,-11%,-7%,-9%,i,1,-8%,10%,
COc1ccc(NC(=O)C2CCCN(S(=O)(=O)c3ccc(C)cc3)C2)cc1OC (stereo unspecified),-12%,2,-4%,0%,11%,i,0,-2%,9%,
N#CCSc1nc2c(cc1C#N)CCCCCC2,9%,7,0%,-9%,-7%,i,3,-2%,11%,
COCCn1c(SCC(=O)Nc2sc(C)c(C)c2C#N)nnc1C(C)C,6%,13,-2%,-2%,5%,i,0,1%,10%,PMK inhibit pilot replicates=0.0;Spn MK inh pilot replicates=0.0;DPM-DC inhibit pilot screen %=0.5
O=C(OCc1nnc(-c2ccccc2)o1)c1ccc(S(=O)(=O)NCc2ccco2)cc1,3%,10,-11%,-1%,·,i,3,-2%,17%,PMK inhibit pilot replicates=0.5;Spn MK inh pilot replicates=1.0;DPM-DC inhibit pilot screen %=4.0
O=C(c1cccc(S(=O)(=O)N2CCCC2)c1)N1CCN(c2ccccc2F)CC1,-13%,8,-2%,-1%,5%,i,11,0%,4%,
CN1C(=O)C(CC(=O)N2CCN(C(c3ccccc3)c3ccccc3)CC2)N(C)C1=O (stereo unspecified),2%,1,2%,-1%,-3%,i,15,0%,19%,PMK inhibit pilot replicates=0.0;Spn MK inh pilot replicates=0.0;DPM-DC inhibit pilot screen %=0.0
COCC(=O)N(Cc1cc2cc(OC)ccc2[nH]c1=O)c1ccc(C)cc1,-12%,16,-34%,6%,9%,·,1,2%,5%,
Cc1cc(S(=O)(=O)N(Cc2ccccn2)Cc2ccco2)ccc1-n1cnnn1,-7%,15,4%,18%,-4%,i,7,-5%,11%,
COc1cc(C2/C(=C(/O)c3ccc(OCC(C)C)cc3)C(=O)C(=O)N2CCN(C)C)ccc1O (stereo unspecified),4%,0,-14%,-1%,-4%,i,5,0%,12%,

# High-throughput results (PubChem BioAssay)

# Not a hit list; any-hit rate near 3.6%.
